HTRA1 inh: blocks human HTRA1 serine peptidase; Q92743; actives 0.5% (n = 340,000); recombinant HTRA1, FP-rhodamine activity-based probe, fluorescence polarization; inhibition, % at 5.96 µM; AID 504803; in the data active means inhibition above about 36%;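 further: 0% = enzyme with DMSO and 100% = wells lacking enzyme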
ASAP1 inh: ASAP1 ArfGAP inhibition. Q9ULH1. ASAP1-stimulated ARF1 GTP hydrolysis, GDP FP detection. inhibition, % at 16.5 µM. actives 0.19% (n = 360,000); in the data active means inhibition above about 25%;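 further: 0% = vehicle with enzyme and substrate and 100% = no enzyme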
Target sequence (Q9ULH1 325-724 limits assumed): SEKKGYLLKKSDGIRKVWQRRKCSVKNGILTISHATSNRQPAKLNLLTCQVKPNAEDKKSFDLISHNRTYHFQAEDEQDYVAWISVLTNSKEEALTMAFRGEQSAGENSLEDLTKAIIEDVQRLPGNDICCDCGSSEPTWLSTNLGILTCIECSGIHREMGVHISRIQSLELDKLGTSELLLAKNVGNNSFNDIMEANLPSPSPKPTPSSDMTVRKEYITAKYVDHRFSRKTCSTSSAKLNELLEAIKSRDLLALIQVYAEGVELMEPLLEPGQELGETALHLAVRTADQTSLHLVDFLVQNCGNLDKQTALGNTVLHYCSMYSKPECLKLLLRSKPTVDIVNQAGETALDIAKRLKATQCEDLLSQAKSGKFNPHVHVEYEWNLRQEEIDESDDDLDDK
SMARCA2 activ: activators of SMARCA2 function. MG213 cells, MMTV-luciferase reporter, dexamethasone, overnight. activation, % at 9.1 µM. actives 1% (n = 370,000). AID 652017; in the data active means activation above about 7.8%;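 further: 0% = vehicle wells and 100% = reference activator wells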
PG9 Ab binder: small molecules binding HIV-1 gp120 antibody PG9 | AID 624416 | inhibition, % at 6.7 µM | actives 0.43% (n = 360,000) | TR-FRET gp120-PG9 antibody binding; in the data active means inhibition above about 8.5%
NPR1 activator: GC-A (human) enzyme activation | actives 0.14% (n = 370,000) | activation, % at 10 µM | HEK293 GC-A cells, cGMP TR-FRET, EC30 ANP; 0% at EC30 ANP, 100% saturating ANP | P16066; in the data active means activation above about 40%
ABHD4 inh: inhibitors of mouse ABHD4; Q8VD66; purified mABHD4, FP-Rh probe fluorescence polarization; inhibition, % at 8.92 µM; actives 0.54% (n = 370,000); AID 720543;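 active means inhibition exceeding the mean over every tested compound plus 3 SD, cut at about 30% in these data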;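 further: 0% = plate median of compound wells and 100% = S159A mutant with DMSO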
Target sequence (Q8VD66 whole entry, looked up): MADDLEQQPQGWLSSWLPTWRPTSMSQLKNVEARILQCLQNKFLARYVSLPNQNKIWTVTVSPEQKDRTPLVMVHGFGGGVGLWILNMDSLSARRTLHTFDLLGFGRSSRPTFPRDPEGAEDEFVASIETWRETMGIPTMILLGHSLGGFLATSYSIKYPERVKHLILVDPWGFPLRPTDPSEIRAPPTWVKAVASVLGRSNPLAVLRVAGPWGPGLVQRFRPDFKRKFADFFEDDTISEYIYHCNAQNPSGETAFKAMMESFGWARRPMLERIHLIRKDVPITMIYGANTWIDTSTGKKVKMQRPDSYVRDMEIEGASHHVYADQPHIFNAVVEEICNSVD
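Material: mouse ABHD4 enzyme, wild type; Benchmarks: S159A mutant high control, sample median low control; Buffer or medium: HEPES pH 7.0, NaCl, Pluronic buffer; Signal: fluorescence polarization; Read-out: percent inhibition of probe binding, normalized to plate controls; Timing: pre-incubation 45 min, probe exposure 60 min, at 25 °C; Dosing: 8.92 µM, single dose.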
GC-B act: GC-B (human) receptor activation | P20594 | HEK293-GC-B cells, CNP EC30, cGMP TR-FRET; 0% at EC30 CNP, 100% saturating CNP | activation, % at 10 µM | actives 0.11% (n = 370,000) | AID 1920062;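 active means activation at 10 µM reaching about 35% in either raw or pattern-adjusted values, limit read from the data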
ARFGAP1 inh: inhibits rat ARF GTPase activating protein 1; Q62848; Arfgap1-stimulated ARF1 GTP hydrolysis, GDP FP detection; inhibition, % at 16.5 µM; actives 0.26% (n = 360,000); AID 651572;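 active means inhibition above a per-plate limit, mean inhibition of low control wells plus 3 SD, cut at about 25% in these data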;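 further: 0% = DMSO wells with enzyme and 100% = wells lacking Arfgap1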
Target sequence (Q62848 1-136 limits assumed): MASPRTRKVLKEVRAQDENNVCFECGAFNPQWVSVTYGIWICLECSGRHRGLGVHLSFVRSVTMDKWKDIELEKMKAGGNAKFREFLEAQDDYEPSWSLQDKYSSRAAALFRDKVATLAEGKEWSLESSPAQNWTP
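Repeats: one replicate per compound; assay system: rat Arfgap1 catalytic domain, aa 1-136; times: enzyme reaction 120 min at 25 °C after 20 min preincubation; detection: FP of antibody-bound GDP Alexa 633 tracer, ex 620/em 688 nm; benchmarks: high control wells lacking Arfgap1, low control full reaction with DMSO; reagent: human ARF1(Δ1-17)-GTP substrate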
rCAG RNA binder: binds r(CAG) RNA repeats; AID 651821; inhibition, % at 3 µM; actives 1.3% (n = 370,000); r(CAG) RNA repeat, TO-PRO-1 dye displacement fluorescence;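 active means inhibition above the plate cutoff, the mean of all test compounds on that plate plus 3 SD, cut at about 35% in these data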;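 further: 0% = DMSO alone and 100% = 100 µM mitoxantrone as full dye displacement; higher means more dye released from RNA so lower well fluorescence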
Rev-erbA mod: modulators of human Rev-erb alpha DNA binding. actives 0.79% (n = 370,000). P20393. activity, % at 10 µM. Rev-erbα–FITC-DNA binding, fluorescence polarization, 90 min;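 active means activity above about 14%, limit read from the data; passing the limit was not always enough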;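 further: 0% = DMSO wells with 35 nM protein and 100% = DMSO wells with 750 nM protein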
Numbers without * were called inactive; . = not tested or not shown.

canonical_smiles,Rev-erbA mod,SMARCA2 activ,HTRA1 inh,ABHD4 inh,NPR1 activator,ASAP1 inh,ARFGAP1 inh,PG9 Ab binder,rCAG RNA binder,GC-B act
COc1ccc(C)cc1NC(=O)COC(=O)c1ccccc1SCC(=O)N1CCCC1,1,-2,-10,-6,3,-4,-6,-0.7,-2,8
O=C1NCCCCC1NS(=O)(=O)c1ccc(F)c(F)c1 (centres undefined),1,-1,-3,0,4,-13,-8,-2.9,-2,3
Cc1cc(NC(=O)CSc2ccc3nnc(CCNS(=O)(=O)c4ccccc4)n3n2)no1,-4,-1,2,-4,2,-6,-3,-2.0,-1,5
CCN(C[C@H]1N[C@@](C)(C(=O)OC)[C@H]2C(=O)N(C)C(=O)[C@@H]12)S(=O)(=O)c1ccccc1,2,-2,5,7,0,-4,1,-0.7,2,3
O=C(O)COc1ccc(/C=N/NC(=O)c2cccc3ccccc23)cc1,0,-2,-5,2,-3,2,-9,-0.1,2,4
CN=CC1=C(O)c2ccccc2C1=O,-1,-3,3,0,-3,-5,1,-0.9,-1,-1
CN(C)S(=O)(=O)Oc1ccsc1C(=O)Nc1ccc(Br)cc1,0,-2,-14,-10,6,7,5,0.8,10,-1
Cc1nc2scc(C)n2c(=O)c1S(=O)(=O)Nc1ccc(N2CCN(C(=O)C(C)C)CC2)cc1,2,-2,1,-3,-2,16,13,0.9,5,-6
COc1cc2cc(C(c3nnnn3Cc3ccc(F)cc3)N3CCCCCC3)c(=O)[nH]c2cc1OC (centres undefined),3,.,-2,.,-2,.,.,.,.,-4
CCCCC1(C2CCCC2)NC(=O)NC1=O (centres undefined),-3,-2,-6,-2,0,-1,2,-2.0,1,2
Cc1[nH][nH]c(=O)c1C(c1ccc(-c2cccc(C(=O)O)c2)o1)c1c(C)[nH][nH]c1=O,8,-1,1,9,-3,26*,31*,-3.9,3,-1
Cn1c(=O)c2[nH]c(-c3ccccc3)c(O)c2n(C)c1=O,2,0,7,11,-8,-12,12,-28,-52,-4
CC(=NO)C1(C)CC=CCC1CO (centres undefined),-3,0,6,1,6,-4,13,1.0,1,0
CCOC(=O)N1CCC(NC(=O)CSCc2nc(-c3ccc(OCC)cc3)oc2C)CC1,-7,1,2,1,-2,7,-13,-2.3,-10,2
Cc1ccccc1CNC(=O)C1CCCN(c2cnccn2)C1 (centres undefined),-6,-1,4,3,2,2,-11,-2.7,-3,5
COc1ccc(/C=N\NC(=O)C2=NNC(=O)C2C)cc1 (centres undefined),3,1,2,-2,-2,4,-2,-5.2,0,4
COc1cc(N=Cc2c(O)[nH]c3ccccc23)cc(OC)c1OC,3,-5,7,9,5,14,4,-7.8,3,6
COc1ccc(-c2nnc3ccc(SCC(=O)N4CCOCC4)nn23)cc1,-8,-3,.,-4,2,8,0,-0.6,1,3
Cc1c(C(=O)N2CCCCC2)c(S(=O)(=O)N(C)Cc2ccccc2)c(C)n1C,1,-1,-2,3,0,12,0,-0.7,-6,2
Cc1ccnc(NS(=O)(=O)c2ccc(C(C)(C)C)cc2)c1,-3,-2,.,-3,3,0,0,-6.6,-2,4
CCOc1ccc(-n2c(SCC(=O)Nc3cc(C)on3)nc3c(c2=O)SCC3)cc1,1,-2,1,9,-1,5,10,-0.6,6,0
COc1ccccc1N=Cc1c(C)[nH]n(-c2ccc(C)cc2C)c1=O,-2,-1,-3,14,1,3,-3,0.0,6,6
O=C(NC(=S)N1CCN(c2nc(-c3ccccc3)cs2)CC1)c1cccnc1,9,3,8,1,-1,0,1,-0.6,18,-2
CN(C)C(=O)c1c([N+](=O)[O-])c(C(C)(C)C)nn1C,-8,0,-1,0,1,4,14,-1.8,-1,3
CC12CCC(=O)N1C(C(=O)Nc1cccc(S(=O)(=O)N3CCCCC3)c1)CS2 (centres undefined),-4,-3,2,2,-3,-14,12,1.6,1,7
c1cc(N2CCCC2)ccc1C(c1nnnn1C1CCCCC1)N1CCOCC1 (centres undefined),-3,-1,-4,5,-3,-5,9,-2.2,5,0
COc1cc(-c2nc3cnccn3c2NC(C)(C)CC(C)(C)C)ccc1O,5,-2,3,3,-7,10,-2,0.4,-5,0
Cc1ccc(-c2nc(CS(=O)CC(=O)NCCN3CCCCCC3)c(C)o2)cc1 (centres undefined),-3,-2,-2,6,12,0,3,-1.1,-5,-4
Cc1cccc(-c2n[nH]c(=S)n2/N=C/C=C/c2ccco2)c1,-6,3,33,22,-11,2,-4,2.3,43*,-10
CCn1c(=O)c(C(=O)CN2CCN(S(=O)(=O)c3ccccc3)CC2)c(N)n(Cc2ccccc2)c1=O,-1,0,-8,8,-3,3,0,1.4,0,-1
COc1ccc(Cc2c(C(C)(C)C)nc3ccc(C)cn23)c(C)c1,-6,-4,.,1,-3,7,3,-1.4,5,-6
COc1cc(C(=O)Nc2nccs2)ccc1OCc1c(C)noc1C,0,-3,-2,2,7,7,10,2.2,-3,7
CC(=O)Nc1ccc(S(=O)(=O)Nc2ccc3c(c2)CCC3)cc1,-1,-3,-3,-7,0,6,11,-1.0,4,-11
CC(=O)c1c(C)[nH]c(C(=O)OCC(=O)Nc2cccc(S(=O)(=O)N(C)C)c2)c1C,0,-2,0,-5,-2,-1,12,-0.7,4,0
CCOc1ccc(C2NC(=O)c3ccccc3O2)cc1OC (centres undefined),-2,6,0,-2,-1,-8,8,-0.4,-4,1
CC12c3ccccc3C(c3ccccc31)C1C(=O)N(Cc3cccnc3)C(=O)[C@H]12 (some centres undefined),1,-3,-8,8,-11,3,6,-0.1,-8,1
CNC(=S)N/N=C/c1cn(Cc2ccc(F)cc2)c2ccccc12,0,-3,5,20,22,-4,-5,-0.5,6,15
CCN(CCn1cccn1)C(=O)c1ccc2nc(Cc3ccc(OC)cc3)oc2c1,0,0,5,4,0,-8,8,2.3,-3,-1
CCCCN(C)C(=O)c1ccc2c(c1)S(=O)(=O)c1ccccc1C2=O,-2,-2,0,4,3,14,14,-1.0,-6,8
Cc1cc(C)c(S(=O)(=O)c2ccc(Cl)cc2)c(Cl)n1,1,-4,-6,1,1,-7,-5,1.2,-4,0
COc1cc(OC)cc(-c2c(C#Cc3ccsc3)c3cc(-c4cccc5[nH]cc(C=O)c45)ccc3n2C)c1,-4,-1,-33,-13,-4,21,2,-0.2,20,6
COc1ccc(NC(=O)CN(C)CC(=O)Nc2ccc(Cl)c(S(=O)(=O)N(C)C)c2)cc1,-3,-1,-3,-1,2,-9,10,0.1,1,0
COc1ccc(CNC(=O)C2CC(c3ccc(C(F)(F)F)cc3)=NO2)cc1 (centres undefined),-2,0,-5,2,1,-3,-4,0.4,-1,-5
Cc1onc(-c2c(F)cccc2Cl)c1C(=O)Nc1cc(S(=O)(=O)N2CCCCC2)ccc1O,-3,-4,-13,-39,3,7,6,1.3,52*,2
CCOc1ccc(N2CC(C(=O)NC(C)C)CC2=O)cc1 (centres undefined),0,1,-1,18,0,3,3,-1.1,0,3
COc1ccccc1C/C(N)=N/OC(=O)c1ccco1,5,0,-8,1,3,-1,5,-1.5,0,0
Cc1cc2nc(-c3ccc(SCC(=O)N4CCOCC4)nc3)[nH]c2cc1C,-3,2,-12,0,15,3,0,-0.2,4,10
CC1(Br)C(Sc2ccccc2[N+](=O)[O-])=Nc2ccccc21 (centres undefined),0,-5,.,-14,-7,8,-2,-0.4,8,-1
COc1cc(C(CC(=O)Nc2ncccc2C)N2Cc3ccccc3C2=O)cc(OC)c1OC (centres undefined),0,-2,13,1,-2,-4,5,0.3,-3,0
Cc1ccc(NC2(C#N)C(=O)Nc3ccccc32)cc1C (centres undefined),3,3,2,-3,-9,-4,-9,1.3,30,-5

More records.
canonical_smiles,Rev-erbA mod,SMARCA2 activ,HTRA1 inh,ABHD4 inh,NPR1 activator,ASAP1 inh,ARFGAP1 inh,PG9 Ab binder,rCAG RNA binder,GC-B act
Cc1ccc(S(=O)(=O)N2CCOCC2)cc1NC(=O)COC(=O)c1cncc(Br)c1,-1,-2,-1,2,-3,-9,5,-1.0,10,-4
CCOc1ccccc1N1CCN(C(=O)c2cc3c(s2)CCC3)CC1,1,-2,-6,2,4,0,0,0.0,2,6
CCc1ccccc1Nc1nc2ccccc2n1C(C)C,3,1,-1,4,-2,0,-12,-3.4,1,-2
CNS(=O)(=O)c1cn(CC(=O)NCc2ccc(F)cc2)cc1S(=O)(=O)NC,-2,-2,-3,3,1,0,0,-0.9,3,8
CC(=O)NNc1cccc(Cl)n1,-6,-2,8,0,-1,13,10,-0.7,-3,3
O=S(=O)(NCc1cccnc1)c1ccc(Cl)c(Cl)c1Cl,3,-4,1,6,1,5,-3,2.0,-4,-1
CCN1CCN(Cc2c(C)[nH]c3ccc(C(=O)OC)cc3c2=O)CC1,0,-4,-10,-3,-1,-17,-9,-1.4,-1,1
CCN1CCN(S(=O)(=O)c2ccc(Cl)c(C(=O)NC3CCCCC3)c2)CC1,0,-2,-4,-2,1,-1,-4,-2.1,-3,5
O=C(c1ccccc1)c1cc(F)c(N2CCOCC2)cc1Cl,-1,1,-2,-5,1,-5,9,0.5,0,-6
C=CCOc1ccc(Cl)cc1CNC1CCCC1,-4,-3,-1,-2,-29,-1,0,1.1,2,-11
COc1cccc(Cn2c(=O)sc3ccccc3c2=O)c1,-1,-1,-20,-4,-3,-10,4,-1.4,-5,6
COCCN(C(=O)COC(=O)c1ccc2ccccc2c1)c1c(N)n(Cc2ccccc2)c(=O)[nH]c1=O,10,0,-9,0,1,-10,11,-1.5,5,2
Cc1nnc(NC(=O)C23CC4CC(C)(CC(C)(C4)C2)C3)s1,-6,-1,-1,1,-2,2,2,-0.9,-2,-3
Nn1c(SCC(=O)N2CCCCCC2)nnc1-c1ccco1,0,-3,1,1,1,-2,-3,0.9,1,5
O=C(CCCOC(=O)c1ccc(O)cc1O)c1ccc(Br)cc1,8,-3,-37,-40,2,-8,-5,-0.5,12,-6
CCOc1ccc(NC(=O)CN(C)C(=O)C2CC(=O)N(c3cccc(SC)c3)C2)cc1OCC (centres undefined),2,-3,-1,-4,-1,-14,0,1.4,0,0

Profiles, quoted from the list. Order of values: Rev-erbA mod | SMARCA2 activ | HTRA1 inh | ABHD4 inh | NPR1 activator | ASAP1 inh | ARFGAP1 inh | PG9 Ab binder | rCAG RNA binder | GC-B act
CCN1CCN(Cc2c(C)[nH]c3ccc(C(=O)OC)cc3c2=O)CC1 is entered as 0 | -4 | -10 | -3 | -1 | -17 | -9 | -1.4 | -1 | 1
Cc1ccc(S(=O)(=O)N2CCOCC2)cc1NC(=O)COC(=O)c1cncc(Br)c1 is entered as -1 | -2 | -1 | 2 | -3 | -9 | 5 | -1.0 | 10 | -4
Nn1c(SCC(=O)N2CCCCCC2)nnc1-c1ccco1 is entered as 0 | -3 | 1 | 1 | 1 | -2 | -3 | 0.9 | 1 | 5
